# Compound activity as filed in PubChem.
# TRPV1 ag = HTS Assay for Compounds that Act as Agonists of the Vanilloid Receptor 1; Transient receptor potential cation channel subfamily V member 1 (Homo sapiens), Q8NER1; TRPV1-expressing cells, Fluo-8 calcium influx, agonist mode; activation, % at 8.33 µM; actives 0.19% (n = 320,000); in the data active means activation above about 80%; inconclusive means between about 30% and that limit; further: 0% is about no effect
#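 Fluo-8 calcium influx in TRPV1-expressing cells, kinetic read (ex 480/em 520 nm). Compound added and read 3 min for agonist activity, followed by capsaicin at EC20 final and 2 min further read for enhancement.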
# KCNH2 WT inh = qHTS for Inhibitors of KCHN2 3.1: Wildtype qHTS | Voltage-gated inwardly rectifying potassium channel KCNH2 (Homo sapiens), Q12809 | U2OS, BacMam KCNH2, thallium flux FluxOr; hits give low values | activity change, % at 1.84 µM | actives 0.37% (n = 340,000) | AID 720551, 2013;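 active means maximum activity change below -70%; inconclusive means maximum activity change between -70% and -50%; inactive means maximum activity change above -50%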; further: on the % scale 0 is the no-effect control and ±100 the full control effect
# Target sequence (Q12809 whole entry, looked up): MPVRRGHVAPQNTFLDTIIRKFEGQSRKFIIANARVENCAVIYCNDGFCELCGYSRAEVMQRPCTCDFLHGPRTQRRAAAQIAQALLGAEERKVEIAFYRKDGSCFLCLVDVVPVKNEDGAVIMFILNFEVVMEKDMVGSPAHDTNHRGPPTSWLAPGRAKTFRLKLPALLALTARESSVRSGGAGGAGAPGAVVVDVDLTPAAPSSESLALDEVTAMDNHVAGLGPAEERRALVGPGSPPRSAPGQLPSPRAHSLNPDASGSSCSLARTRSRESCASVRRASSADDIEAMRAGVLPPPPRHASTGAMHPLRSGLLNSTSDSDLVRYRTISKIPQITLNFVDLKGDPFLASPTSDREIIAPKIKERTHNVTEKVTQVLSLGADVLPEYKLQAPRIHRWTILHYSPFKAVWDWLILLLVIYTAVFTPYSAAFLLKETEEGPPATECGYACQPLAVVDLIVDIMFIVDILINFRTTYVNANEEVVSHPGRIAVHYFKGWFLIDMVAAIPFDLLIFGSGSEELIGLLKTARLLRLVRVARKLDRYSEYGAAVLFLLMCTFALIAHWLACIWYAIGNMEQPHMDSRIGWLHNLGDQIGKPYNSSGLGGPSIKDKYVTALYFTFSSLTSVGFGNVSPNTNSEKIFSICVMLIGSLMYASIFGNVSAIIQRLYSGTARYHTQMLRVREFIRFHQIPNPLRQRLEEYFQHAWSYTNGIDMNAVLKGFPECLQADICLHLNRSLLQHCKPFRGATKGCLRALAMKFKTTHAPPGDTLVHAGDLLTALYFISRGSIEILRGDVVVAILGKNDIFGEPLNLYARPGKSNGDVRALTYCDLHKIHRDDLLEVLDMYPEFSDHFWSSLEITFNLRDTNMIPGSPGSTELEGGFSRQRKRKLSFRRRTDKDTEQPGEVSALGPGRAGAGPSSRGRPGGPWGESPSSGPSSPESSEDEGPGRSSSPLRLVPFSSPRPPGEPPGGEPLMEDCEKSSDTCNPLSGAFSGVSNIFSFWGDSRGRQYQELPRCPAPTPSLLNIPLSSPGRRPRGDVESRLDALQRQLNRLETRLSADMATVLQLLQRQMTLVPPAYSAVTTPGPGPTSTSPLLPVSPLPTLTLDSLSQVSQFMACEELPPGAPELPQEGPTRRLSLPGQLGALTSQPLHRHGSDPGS
#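 U2OS cells were transduced with wild-type KCNH2 virus (2.03 x 10^8 / mL) for 4 h at room temperature, then cultured overnight at 37 C. Thallium flux was read with FluxOr dye. Rate constants were normalized to DMSO controls.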
# Coupling enz = qHTS Assay for Inhibitors of Fructose-1,6-bisphosphate Aldolase from Giardia Lamblia: Coupling assay counterscreen; coupling enzyme system counterscreen, AmpLite Red fluorescence; activity change, negative = inhibition, % at 58.2 µM, hits read low; actives 0.67% (n = 290,000); in the data active means activity change below about -30%; further: on the % scale 0 is the no-effect control and ±100 the full control effect
#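 Coupling enzymes only (glyceraldehyde-3-phosphate) + compound, at 57.5 uM final, 10 min RT; add substrate/coupling/AmpLite Red mix, 20 min RT; fluorescence ex 525/em 598 nm. Actives flag coupling-system interference.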
# PKM2 act = qHTS Assay for Activators of Human Muscle isoform 2 Pyruvate Kinase | Pyruvate kinase PKM (Homo sapiens), P14618 | Potency, µM (top dose mostly 57.5 µM), for the others: at the top dose activation, usual class: activators | actives 0.34% (n = 260,000) | purified PKM2, Kinase-Glo ATP luminescence, activation; response scale: 0% is enzyme alone, no compound; further: potency means the concentration at half of the fitted maximal effect; on the % scale 0 is the no-effect control and ±100 the full control effect; nearly all actives have a fitted effect of over 55% in size
#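 Kinase-Glo luminescence reports ATP generated from ADP (0.1 mM) and PEP (0.5 mM) by purified hPK-M2 after 1 h at room temperature, pH 7.2 imidazole buffer; intermediate enzyme activity allows detecting inhibitors and activators.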
# GALK inhibitor = qHTS Assay for Inhibitors of Human Galactokinase (GALK); AID 1868, 2009; actives 0.007% (n = 270,000); Potency, µM (top dose mostly 57.5 µM), for the others: at the highest dose activity change, negative = inhibition, most hits filed as inhibitors; Purified GALK, Kinase-Glo residual ATP luminescence; P51570; further: potency means the concentration at half of the fitted maximal effect; on the % scale 0 is the no-effect control and ±100 the full control effect
#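 Compounds were pin-transferred into ATP buffer (35 uM final), then GALK plus galactose (5 nM, 100 uM final) was added. After 1 h at room temperature, Kinase-Glo Plus was added and luminescence read after 10 min.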
# Giardia kill = Small Molecules that selectively kill Giardia lamblia: qHTS; AID 540267, 2011; actives 0.15% (n = 340,000); Giardia lamblia trophozoite viability; activity change, % at 7.66 µM, hits read low; in the data active means activity change below about -80%; inconclusive means between about -30% and that limit;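 further: parasites exposed to compound for two days anaerobically before the ATP read; on the % scale 0 is the no-effect control and ±100 the full control effect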
#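 Giardia lamblia trophozoites (100 cells/well) were incubated with compounds for 48 h at 37 deg C under anaerobic conditions. Viability was read as ATP content by one-step luminescence after 15-30 min at room temperature.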
# B2AR arrestin = qHTS assay of beta-arrestin-biased ligands of beta2-adrenergic receptor | Beta-2 adrenergic receptor (Homo sapiens), P07550 | beta-arrestin recruitment to beta2AR, cell-based reporter | Potency, µM (doses to about 46.1 µM), without a hit: top-dose activation, actives largely listed as activators | actives 0.02% (n = 330,000);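 further: potency means the concentration at half of the fitted maximal effect; 0% = DMSO controls and full agonism = EC100 isoproterenol or metaproterenol; nearly all actives have a fitted effect of over 65% in size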
# MLL CXXC-DNA inh = qHTS Fluorescence Polarization Assay for Inhibitors of MLL CXXC domain - DNA interaction; MLL-CXXC / FITC-HOXA9 DNA fluorescence polarization; Potency, µM (titrated, usually from 115 µM), for the others: at the highest dose activity change, negative = inhibition, usual class: inhibitors; actives 0.037% (n = 290,000); active means well fitted inhibition curve with a large enough effect in the polarisation, with a control signal flat, not every such curve was filed as active; inconclusive means small, poorly fitted or top-dose-only effect, or effect the other way, or a change in a side signal; inactive means no such curve, though single readings can be large or run the other way; the % refers to the polarisation; further: potency means the concentration at half of the fitted maximal effect
#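 Purified MLL-CXXC (added from a 7 uM solution) was preincubated 5 min at ambient with pinned compounds in 50 mM Tris-HCl pH 7.5, 50 mM NaCl, 1 mM DTT, 0.05% BSA. Fluorescein-labeled HOX-A9 DNA (50 nM solution) followed, 30 min, then polarization read.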
# Menin-MLL TR inh = qHTS Assay for Inhibitors Targeting the Menin-MLL Interaction in MLL Related Leukemias: Competition With Texas Red Labeled MLL-derived Mutant Peptide. Potency, µM (top dose mostly 61.6 µM), inactives show at the top dose FP activity change, negative = inhibition, most hits filed as inhibitors. actives 0.23% (n = 270,000). O00255. Menin + Texas Red MLL mutant peptide, fluorescence polarization; active means well fitted inhibition curve with a large enough effect in the polarisation, with a control signal flat, not every such curve was filed as active; inconclusive means small, poorly fitted or top-dose-only effect, or effect the other way, or a change in a side signal; inactive means no such curve, though single readings can be large or run the other way; the % refers to the polarisation; further: potency means the concentration at half of the fitted maximal effect; % of control where 0% means no effect; many of its hits are not listed in these tables
# USP2a inh = qHTS Assay for Inhibitors of Ubiquitin-specific Protease USP2a Using CHOP2 as the Reporter. actives 0.01% (n = 330,000). Ubiquitin carboxyl-terminal hydrolase 2 (Homo sapiens), O75604. USP2 core, Ub-CHOP2 coupled fluorogenic reporter, 485/531. Potency, µM (highest dose often 38.3 µM), for the others: at the top dose activity change, negative = inhibition, usual class: inhibitors;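 further: potency means the concentration at half of the fitted maximal effect; plate controls were DMSO wells for no effect and full inhibition by NEM control for full effect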
#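 Deubiquitinase activity read as fluorescence (485/531 nm) after Ub-CHOP2 cleavage activates the enterokinase reporter on its substrate; USP2 core 10nM, Ub-CHOP2 and substrate 25nM each, 30min compound preincubation then 60min RT; data normalized to NEM, curves fitted.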
# KCNH2 3.1 inh = qHTS for Inhibitors of KCHN2 3.1: Mutant qHTS | Potassium voltage-gated channel subfamily H member 2, brain isoform KCNH2 3.1 (human) | U2OS KCNH2 3.1, thallium flux FluxOr; hits give low values | activity change, % (tested at about 1.8 µM) | actives 0.95% (n = 340,000) | AID 720553, 2013;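 active means maximum activity change below -70%; inconclusive means maximum activity change from -70% to -50%; inactive means maximum activity change above -50%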;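 further: thallium influx rate constant from kinetic fluorescence after stimulation buffer; on the % scale 0 is the no-effect control and ±100 the full control effect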
#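 Channel expression came from 3.1 mutant virus (1.77 x 10^8 /mL) applied to suspended U2OS cells for 4 h. Flux was tracked with FluxOr dye plus Red40 quencher, and kinetic rate constants normalized to controls.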
# Numbers without * were called inactive; ? = inconclusive; · = not tested or not shown; & = joins results of further samples; [ ] = another dose, or the depositor's remark. Unless noted, the call rests on the fitted dose curve; in most records, active means well fitted curve in the direction sought with a large enough effect; inconclusive means small, poorly fitted or top-dose-only effect, or another doubt; inactive means no such curve, though single readings can be large; an effect the other way counts as inactive or inconclusive. The list is partial. The share of hits here may be higher or lower than overall.
SMILES,TRPV1 ag,KCNH2 WT inh,Coupling enz,PKM2 act,GALK inhibitor,Giardia kill,B2AR arrestin,MLL CXXC-DNA inh,Menin-MLL TR inh,USP2a inh,KCNH2 3.1 inh
CC(C)OC12Oc3ccccc3C=C1N1CCC2CC1 (stereo not drawn),0,11,-1,1%,1%,-6,-0.6%,-2%,-10%,0%,8
COc1ccccc1-n1c(O)c(/C=N/N2CCCCC2)c(=O)n(-c2ccccc2OC)c1=S,-2,-6,2,-4%,2%,-28,-0.2%,4%,·,-1%,3
C[C@@H]1CN(C2CCC(C#N)(c3ccc(F)cc3)CC2)CC[C@]1(C(=O)O)c1ccccc1 (stereo partly drawn),-2,-23,·,·,·,-7,0.0%,·,·,3%,-15
C[N+]1=C(/C=C/Nc2ccccc2)C(C)(C)c2ccccc21,2,-8,9,-5%,2%,11,-0.1%,17%,?,2%,7
COc1ccc(OC)c(CN2CCN(C(=O)COc3cccc(C)c3)CC2)c1,8,1,0,5%,2%,1,0.0%,20%,-1%,1%,1
CCC(C)C12CN3CCN(CC(C)(C3)C1O)C2 (stereo not drawn),-3,4,0,-2%,-2%,17,-1.1%,3%,9%,3%,-10
O=C(NC1CC1)c1cn(Cc2ccccc2)nc1-c1ccccc1,-1,-1,·,·,·,-12,-0.2%,·,·,1%,-10
[N-]=[N+]=NCCN1CCC(O)CCC1=O (stereo not drawn),0,-5,-4,1%,·,-11,-1.1%,-2%,18%,1%,-1
CC1=NN(c2ccccc2)C(=O)C1/C=C1\C(=O)NC(=O)N(c2cc(C)cc(C)c2)C1=O (stereo not drawn),-2,-2,19,11%,-4%,-8,-0.5%,-3%,?,3%,2
Cc1c(O)ccc(C(=O)CN2CC(C)OC(C)C2)c1O (stereo not drawn),-1,0,1,1%[0.46 µM],7%,-17,0.2%,-5%,-4%,2%,5
Cc1ccc(-c2ccc(=O)n(CC(=O)N3CCC4(CC3)OCCO4)n2)cc1,2,-2,1,7%,-1%,7,0.0%,-1%,13%,0%,-9
O=C1/C(=C\c2ccncc2)N2CCC1CC2,-1,0,2,-3%,-2%,-5,-0.3%,-7%,·,1%,21
Cc1ccc(Cn2ccc(NC(=O)c3cc(-c4ccc(Cl)cc4)on3)n2)cc1,0,-1,1,2%,-2%,0,-0.1%,8%,?,-1%,-21
Cn1c(=O)c2c(ncn2CCCl)n(C)c1=O,-6,-2,2,2%,8%,15,0.3%,12%,12%,14%,6
Cc1ccc(N)c(C(=O)c2ccccc2)c1,3,5,-1,-2%,2%,-10,0.4%,-9%,9%,0%,6
CC(NS(=O)(=O)OCC(Cl)(Cl)Cl)c1ccccc1 (stereo not drawn),1,2,-3,1%,·,22,4.1%,-3%,16%,0%,7
Cc1cc(NC(=O)CCl)no1,2,-5,1,-5%,6%,-7,0.1%,3%,6%,2%,-6
COP(=S)(OC)c1c(C)nn(CCC#N)c1NC(=O)c1ccc(Cl)cc1,1,5,-2,0%,0%,-6,-1.0%,-4%,3%,1%,8
OC(CN1CCC(c2c[nH]c3ccccc23)CC1)C(F)(F)F (stereo not drawn),-1,0,-2,·,·,-22,-0.6%,32%[activator],-14%,3%,?
COC(=O)C1=C(c2ccc(C(C)=O)cc2)C[C@@H]2CC[C@H]1N2C(=O)N1CCC(O)(c2ccc(Cl)cc2)CC1,0,-115*,·,·,·,17,0.2%,·,·,3%,-88*
CCc1ccc(NC(=O)CCNC(=O)N2C[C@H]3C[C@@H](C2)c2cccc(=O)n2C3)cc1,6,5,1,7%,·,-1,0.1%,0%,-10%,1%,-1
Cc1ccc2c(c1)C(c1ccccc1)=NCC(=O)N2,0,12,1,3%,0%,6,-0.8%,-4%,-17%,0%,-5
O=C(Cc1cc(=O)[nH]c(=O)[nH]1)N1CCN(CCO)CC1,1,3,-1,2%,0%,-18,-0.8%,-4%,21%,2%,7
COC(=O)C1=C(c2ccc(F)cc2F)C[C@@H]2CC[C@H]1N2C(=O)NCc1ccc(C(F)(F)F)cc1,3,3,·,·,·,4,0.3%,·,·,2%,-3
Cc1ccccc1C(O)(Cc1ccccc1)C1CN2CCC1CC2 (stereo not drawn),2,-5,-1,2%,0%,8,0.0%,-4%,?,3%,-40
Clc1ccc(CNC2CN3CCC2CC3)cc1 (stereo not drawn),3,47,2,1%,1%,-4,-0.5%,6%,8%,0%,-23
O=c1[nH]ncc(NCCc2ccccc2)c1Cl,-4,-20,0,?,1%,-3,-0.3%,11%,7%,0%,-22
N=C1c2ccccc2CN1c1ncccn1,2,-13,2,-2%,-3%,9,0.0%,-1%,-3%,10%,-2
COC(=O)C1=C(c2c(C)noc2C)C[C@@H]2CC[C@H]1N2C(=O)N1CCOCC1,0,3,·,·,·,-12,-0.1%,·,·,1%,10
CCc1cccc2c(C#N)cn(CC(=O)N3CCOCC3)c12,-1,29,1,-7%,-5%,11,0.0%,5%,17%,0%,42
CN(C)c1cc[n+](CC(O)C[n+]2ccc(N(C)C)cc2)cc1,5,-9,·,·,·,1,-0.8%,·,·,0%,12
CCOc1ccc(NC(=O)N2C[C@H]3C[C@@H](C2)c2cccc(=O)n2C3)cc1,-1,3,0,-1%,·,0,-0.3%,-7%,7%,0%,2
CCc1ccc(N2C(=O)NC(=O)/C(=C\C=C\c3ccco3)C2=O)cc1,21,-2,-2,24%,5%,6,0.0%,-1%,·,-2%,1
O=C(O)c1ccc(NC(=O)N2C[C@H]3C[C@@H](C2)c2cccc(=O)n2C3)cc1,-3,10,3&0,4%,·,-5,-0.1%,9%,6%&2%,1%,-1
CCOC(=O)c1c(N)n(CCN2CCOCC2)c2nc3ccccc3nc12,-4,5,2,-5%,1%,-16,-0.3%,-26%,-9%,4%,4
CCC1(c2cccc(O)c2)CCCCN(C)C1 (stereo not drawn),3,11,·,·,·,-10,0.3%,·,·,1%,-1
CCCn1cc(C(=O)O)cn1,3,-14,2,·,0%,4,0.0%,-6%,2%,0%,-1
CCn1c(C)c(C(=O)NCCc2ccccc2)c2cc(OC)ccc21,18,-1,3,·,9%,0,0.0%,-4%,-16%,-1%,9
CC(=O)N(C1=NCCCS1)c1ccc(F)cc1,-1,-6,0,-3%,-1%,-12,0.3%,-1%,12%,-1%,-25
CNCCc1c[nH]c2ccccc12,-4,-4,3,0%,8%,29,0.1%,11%,7%,9%,-20
CC(C)c1oc(=O)cc2c1[C@@H](O)[C@H]1OC(=O)[C@@]3(C)CC[C@@H](O)[C@@]2(C)C13 (stereo partly drawn),-2,3,3,5%,·,-20,0.2%,16%,1%,3%,-6
COc1ccc2ccc(O)c(CN3CC=C(c4ccccc4)CC3)c2c1,3,10,-8,-6%,0%,9,-0.1%,16%,17%,1%,-13
O=C(Nc1ccc2c(c1)OCO2)c1cn(Cc2ccc(F)cc2)nn1,?,-1,0,3%,1%,4,0.0%,8%,14%,0%,-6
NS(=O)(=O)c1ccc(N=Cc2c(O)n(-c3ccccc3)c(=O)[nH]c2=O)cc1,0,-3,-2,-20%,-1%,11,0.2%,-1%,-3%,3%,16
CCCC(=O)c1cc(CP(=O)(OCC)OCC)oc1C,5,5,0,1%,-2%,-16,-1.1%,-9%,·,1%,-17
COc1ccc2c3c1OC1[C@H](O)CCC4[C@@H](C2)N(C)CC[C@]314 (stereo partly drawn),·,-27,·,·,·,4,0.2%,·,·,-1%,10
